Screening results: PubChem BioAssay, National Center for Advancing Translational Sciences (NCATS)
A-T KAP1 phos – potential ataxia-telangiectasia treatments restoring KAP-1 phosphorylation; […] A-T fibroblasts, KAP-1 phosphorylation AlphaLISA; neocarzinostatin DNA damage 30 min before lysis; Potency, µM (titrated, usually from 57.5 µM), for the others: top-dose activation, hits mostly activators; hit rate 0.19% among 320,000; AID 485349; also: potency is read from the fitted curve at half-maximal effect; % of control where 0% means no effect; nearly all actives have a fitted effect of over 45% in size
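hTERT-immortalized A-T patient fibroblasts ([…]), 500 cells/well in OPTI-MEM, 1% FBS, got compounds for 60 min, then NCS for 30 min at 37C. Lysates were then assayed for phospho-KAP-1 by AlphaLISA (anti-pKAP1 donor, anti-KAP1 acceptor beads), 6 hr at 25C.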
USP2a block – blocks human ubiquitin-specific protease USP2a. Potency, µM (series often up to 38.3 µM), inactives show top-dose activity change, negative = inhibition, usual class: inhibitors. O75604. hit rate 0.01% among 330,000. USP2 core, Ub-CHOP2 coupled fluorogenic reporter, 485/531;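 also: potency is read from the fitted curve at half-maximal effect; plate controls were DMSO wells for no effect and full inhibition by NEM control for full effect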
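Cell-free coupled assay: 10nM USP2 core preincubated 30min RT with compound in Tris-HCl pH 8.0/CaCl2/CHAPS buffer, then 25nM Ub-CHOP2 and 25nM reporter substrate; fluorescence (Ex 485/Em 531) read after 60min RT, normalized to NEM inhibition, concentration-response curves fitted.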
Eya2 phos inh – blocks the phosphatase activity of human Eya2 | O00167 | recombinant Eya2, OMFP fluorescence dephosphorylation (OMFP is methylfluorescein phosphate) | Potency, µM (top dose mostly 76.9 µM), for inactives: top-dose activity, negative = inhibition, actives largely listed as inhibitors | hit rate 0.006% among 330,000; also: potency is read from the fitted curve at half-maximal effect; % is scaled to controls: 0 for no effect and ±100 for the full control effect
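Eya2 protein (added as 0.2 uM solution) was preincubated with compound for 10 min at ambient temperature in 50 mM HEPES pH 7.5, 50 mM NaCl, 5 uM MgCl2, 0.05% BSA, 1 mM DTT. OMFP (added at 50 uM) then reacted 10 min; fluorescence read at 485/525 nm.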
Mito fusion act – mitochondrial division inhibition or fusion activation; Potency, µM (highest dose often 46.1 µM), for inactives: at the top dose growth rescue (activation), hits mostly activators; S. cerevisiae fusion-defective mutant growth rescue, CellTiterGlo 48 h; hit rate 0.23% among 320,000; AID 485298;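 also: potency is read from the fitted curve at half-maximal effect; % of control where 0% means no effect; nearly all actives have a fitted effect of over 45% in size; temperature-sensitive fusion mutants such as fzo1-1 at 37 °C on non-fermentable ethanol glycerol medium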
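Temperature-sensitive fusion-defective S. cerevisiae (e.g. fzo1-1, mgm1-5) were grown with compound in YPEG medium (3% ethanol, 3% glycerol) for 48 hours at 37C. Growth rescue was measured as viability by CellTiterGlo luminescence after 10 minutes at ambient.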
ELG1 DNA repair – blocks ELG1-dependent DNA repair in HEK293T cells. AID 504467. HEK293T ELG1-luciferase reporter, luminescence, 16 h; DNA damage induced by 5-fluorouridine. hit rate 2.3% among 330,000. Potency, µM (highest dose often 46.1 µM), without a hit: top-dose activity change, negative = inhibition, usual class: inhibitors; also: potency is read from the fitted curve at half-maximal effect; % is scaled to controls: 0 for no effect and ±100 for the full control effect; nearly all actives have a fitted effect of over 55% in size
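Quantitative HTS, concentration-response format. 2,000 cells/well co-treated with 5-fluorouridine and compound, 16 hr in 5% CO2 at 37 °C; ONE-Glo luminescence read after 30 min.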
TRPV1 ag – human TRPV1 agonism. Q8NER1. TRPV1-expressing cells, Fluo-8 calcium influx, agonist mode. activation, % at 8.33 µM. hit rate 0.19% among 320,000; in the data active = activation above about 80%; inconclusive = between about 30% and that limit; also: 0% is about no effect
Target sequence (Q8NER1 whole entry, looked up): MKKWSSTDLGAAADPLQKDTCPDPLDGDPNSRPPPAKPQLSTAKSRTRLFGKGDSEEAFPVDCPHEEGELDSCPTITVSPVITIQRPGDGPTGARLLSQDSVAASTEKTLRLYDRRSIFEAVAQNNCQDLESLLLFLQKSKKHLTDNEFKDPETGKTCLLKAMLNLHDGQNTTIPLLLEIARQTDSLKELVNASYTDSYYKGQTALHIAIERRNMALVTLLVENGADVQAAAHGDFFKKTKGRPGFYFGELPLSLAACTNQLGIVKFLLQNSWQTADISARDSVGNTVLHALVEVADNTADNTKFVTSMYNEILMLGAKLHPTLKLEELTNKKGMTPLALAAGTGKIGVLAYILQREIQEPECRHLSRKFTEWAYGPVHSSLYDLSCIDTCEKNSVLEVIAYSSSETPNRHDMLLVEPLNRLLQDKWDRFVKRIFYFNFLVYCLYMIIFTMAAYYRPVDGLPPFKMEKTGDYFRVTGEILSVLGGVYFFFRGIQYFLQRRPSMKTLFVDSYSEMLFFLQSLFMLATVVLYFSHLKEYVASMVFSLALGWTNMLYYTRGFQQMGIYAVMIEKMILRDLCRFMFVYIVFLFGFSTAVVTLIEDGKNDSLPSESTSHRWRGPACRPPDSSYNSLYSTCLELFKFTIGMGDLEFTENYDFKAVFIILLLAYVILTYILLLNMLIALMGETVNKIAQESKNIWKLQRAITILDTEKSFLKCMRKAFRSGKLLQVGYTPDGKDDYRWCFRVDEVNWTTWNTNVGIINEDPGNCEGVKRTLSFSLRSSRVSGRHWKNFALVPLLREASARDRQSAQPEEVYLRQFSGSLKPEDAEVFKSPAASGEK
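Fluo-8 calcium influx in TRPV1-expressing cells, kinetic read (ex 480/em 520 nm). Compound added and read 3 min for agonist activity, followed by capsaicin at EC20 final and 2 min further read for enhancement.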
KCNH2 WT inh – blocks the wildtype human KCNH2 potassium channel; U2OS, BacMam KCNH2, thallium flux FluxOr; stronger effect = lower value; activity change, % at 1.84 µM; hit rate 0.37% among 340,000; AID 720551;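 active = maximum activity change below -70%; inconclusive = maximum activity change between -70% and -50%; inactive = maximum activity change above -50%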; also: % is scaled to controls: 0 for no effect and ±100 for the full control effect
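U2OS cells were transduced with wild-type KCNH2 virus (2.03 x 10^8 / mL) for 4 h at room temperature, then cultured overnight at 37 C. Thallium flux was read with FluxOr dye. Rate constants were normalized to DMSO controls.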
TCR act – activates T cell receptor signaling; Potency, µM (highest dose often 9.22 µM), for inactives: at the top dose activation of IL-2 secretion, usual class: activators; 330,000 tested, under 10 active; primary human leukocytes, anti-CD3, IL-2 HTRF, 48 h; also: % of control where 0% means no effect
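HTRF read-out of IL-2 secretion: europium cryptate donor excited at 320nm, d2 acceptor emission at 665nm. Cells were primary human leukocytes incubated 48 hr with compounds and a-CD3 beads, supplying TCR signal only.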
TSHR antagonist – antagonists of human thyroid stimulating hormone receptor. activity change, negative = inhibition, % at 11.5 µM. TSHR-expressing cells, TSH-stimulated cAMP HTRF, 2 h; stronger effect = lower value. P16473. hit rate 0.2% among 330,000;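 active = activity change below a set negative limit, meaning inhibition stronger than a set level, cut at about -70% in these data; inconclusive = activity change between two set negative limits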; also: % is scaled to controls: 0 for no effect and ±100 for the full control effect
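Cell-based HTRF cAMP assay; TSHR cells + compound, TSH EC80 (4nM final), 2 h, 37 deg C. Lysis with anti-cAMP cryptate and cAMP-d2, 30 min RT, read 665/620 nm.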
KCNH2 3.1 inh – inhibitors of human KCNH2 3.1 potassium channel isoform | U2OS KCNH2 3.1, thallium flux FluxOr; stronger effect = lower value | activity change, % (tested at about 1.8 µM) | hit rate 0.95% among 340,000;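 active = maximum activity change below -70%; inconclusive = maximum activity change from -70% to -50%; inactive = maximum activity change above -50%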;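 also: thallium influx rate constant from kinetic fluorescence after stimulation buffer; % is scaled to controls: 0 for no effect and ±100 for the full control effect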
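FluxOr-based Tl+ influx in U2OS cells transduced with KCNH2 3.1 virus; rate constants normalized to DMSO controls.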
Starred values were filed as active, the others as inactive; ? = inconclusive; . = not tested or not shown; [ ] = dose if it differs, or a comment. Unless noted, calls follow the shape of the dose curve; as a rule, active = well fitted curve in the direction sought with a large enough effect; inconclusive = small, poorly fitted or top-dose-only effect, or another doubt; inactive = no such curve, though single readings can be large; an effect the other way counts as inactive or inconclusive.

SMILES | A-T KAP1 phos | USP2a block | Eya2 phos inh | Mito fusion act | ELG1 DNA repair | TRPV1 ag | KCNH2 WT inh | TCR act | TSHR antagonist | KCNH2 3.1 inh
O=C(Oc1ccc(Br)cc1C(=S)N1CCOCC1)c1ccc(F)cc1 | 7.3% | -7.5% | -3.8% | -4.2% | 18.7% | 1.9 | -3.2 | 8.9% | 11.1 | 7.5
COc1ccc(-n2c(SCC(=O)Nc3ccc4c(c3)OCO4)nnc2C(C)N2CCCCC2)cc1 (stereo not drawn) | 2.8% | -0.1% | -2.3% | -1.7% | -8.7% | 17.8 | 3.1 | -8.8% | 3.1 | 16.1
CC(C)=C1SC(N2CCN(c3ccc(C)cc3)CC2)=NC1=O | 0.2% | 0.8% | 1.2% | 17.8% | -12.4% | 9.6 | -3.7 | -3.5%[46.1 µM] | -7.0 | -7.3
CCS(=O)(=O)C1=NSC2=NC(=O)/C(=C\c3ccc(OC(=O)c4ccco4)c(OC)c3)C(=N)N21 | -14.1% | 6.7% | 5.6% | 0.9% | 3.2% | -0.2 | 7.4 | -7.1% | -8.0 | 20.6
COc1ccccc1Oc1nc(-c2ccccc2)cc(C)c1S(C)(=O)=O | 2.8% | -6.8% | -3.6% | 1.1% | -22.5% | 14.4 | -6.8 | -1.1% | 3.1 | -9.4
C/C(=N\NC(=O)c1cccc(S(=O)(=O)N2CCOCC2)c1)c1cc2ccccc2o1 | 2.8% | 0.0% | -5.0% | 1.2% | 0.0% | 29.4 | 5.1 | 1.7% | -2.4 | 10.8
COc1ccc(N(Cc2ccccc2)S(=O)(=O)c2cccc(C(=O)O)c2)cc1 | -4.6% | 0.3% | -19.3% | -4.2% | -6.9% | 1.2 | -8.8 | -3.9% | -10.3 | 8.9
Cc1ccc2cc(C#N)c(NCc3ccccc3)nc2c1 | 1.8% | -0.3% | 0.0% | -5.2% | 2.8% | 0.8 | -13.2 | -0.2% | 4.7 | -1.9
CC1CCN(S(=O)(=O)c2cnc(Cl)c(Br)c2)CC1 | 2.7% | 4.4% | 3.3% | 17.9% | ? | 23.3 | 1.8 | -5.1%[46.1 µM] | -1.3 | -7.4
O=C1c2ccccc2CN1CCNS(=O)(=O)c1ccc2ccccc2c1 | 9.0% | 5.3% | 7.3% | 2.3% | -12.2% | 1.0 | 6.6 | -245.9% | -1.4 | -2.7
CC(=O)N1Cc2ccccc2C(C)CC12CCCCC2 (stereo not drawn) | 3.5% | -1.0% | -8.5% | 15.6% | 10.3% | 5.9 | -2.2 | -5.1% | -5.2 | -3.1
CNC(=O)c1cn(-c2ccc(Cl)cc2)c(=O)c2ccccc12 | 0.2% | 3.9% | -1.4% | 11.4% | 0.7% | -1.6 | 1.8 | 5.7% | 4.2 | 3.4
CCN1CC(CNCc2cn(-c3ccc(OC)cc3)nc2-c2ccccc2Cl)CC1=O (stereo not drawn) | -1.6% | -0.9% | -5.0% | -1.0% | 7.2% | 1.3 | 5.7 | 0.8% | -3.8 | -9.7
Cc1ccccc1S(=O)(=O)Nc1nc2ccccc2nc1N1CCc2ccccc2C1 | -2.2% | -0.4% | 1.7% | 0.6% | -10.1% | 3.1 | -12.2 | 0.7%[46.1 µM] | 32.5 | 0.4
CN1/C(=C\C(=O)CSc2ncn[nH]2)C(C)(C)c2ccccc21 | 0.8% | 1.4% | -5.4% | 0.7% | -1.2% | 27.2 | 0.1 | -6.6%[46.1 µM] | -3.8 | -8.6
CCOC(=O)COn1c(-n2nc(C)cc2C)nc2ccccc2c1=O | -2.9% | -0.2% | 21.0% | -7.0% | ? | 0.9 | -10.6 | -0.1% | 4.1 | -20.5
CCOC(=O)c1c(C)oc2c1c(C(c1ccccc1)N1CCOCC1)c(O)c1ccccc12 (stereo not drawn) | 13.1% | 4.4% | -7.5% | -14.8% | ? | -0.9 | 12.9 | 3.6% | -0.7 | -4.6
CC(C)(C)[C@H]1COC(=O)CC/C=C\C[C@H](CC(=O)N(CCO)Cc2ccccc2)C(=O)N1 | 1.0% | 1.4% | -1.5% | . | ? | . | . | -0.6% | 0.8 | .
COc1cc(C=O)ccc1OC(=O)N1CCOCC1 | 10.0% | 1.3% | 4.1% | 5.7% | 2.5% | -0.3 | -20.4 | -13.9% | -2.4 | -3.6
COc1cccc(C2CC(c3ccc(C(C)C)cc3)n3nc(N)nc3N2)c1 (stereo not drawn) | 6.9% | 1.5% | -7.6% | -1.1% | -0.4% | . | 2.3 | 0.6% | -3.5 | 0.5
O=C(Nc1ccc(Cl)cc1)Nc1ccc(S(=O)(=O)Nc2ncccn2)cc1 | -2.6% | -0.4% | -21.7% | -6.5% | -5.0% | 0.1 | -2.0 | -0.6% | -3.3 | 16.9
COc1ccc(OC)c(S(=O)(=O)Nc2ccc(F)cc2)c1 | -3.4% | 1.6% | -0.2% | 6.0% | -3.5% | 2.7 | -14.5 | -1.2% | -2.3 | 0.8
O=C(CN(C(=O)CCC(=O)Nc1nccs1)c1cccc(F)c1)NCCc1ccccc1 | -1.1% | 0.4% | -5.4% | -0.9% | 8.3% | 0.5 | 9.9 | -1.3% | 5.9 | 0.4
O=C(CSc1nc2ccccc2[nH]1)N/N=C/c1ccncc1 | -1.5% | 1.1% | 2.8% | -2.2% | 15.0% | -2.2 | 8.3 | -2.2% | 2.3 | -7.4
Cc1occc1C(=O)N1CCCC(N2CCN(c3ccccc3F)CC2)C1 (stereo not drawn) | 3.4% | 0.9% | -15.0% | 0.3% | ? | -2.0 | -10.0 | -1.1% | 13.8 | .
O=C(Nc1ccccc1)c1ccc[n+](Cc2ccc([N+](=O)[O-])cc2)c1 | -6.8% | 5.2% | -17.0% | -22.1% | 17.5% | -1.3 | -5.0 | -0.5%[46.1 µM] | 12.0 | 1.5
COc1cccc(/C=N/NC(=O)c2nnn(-c3nonc3N)c2C(C)C)c1 | -3.4% | -0.2% | -22.4% | -8.3% | 4.5% | 27.6 | -2.7 | -9.3% | -5.3 | 4.7
Cc1cc(C)cc(NC(=O)COc2coc(CN3CCN(c4ccccc4)CC3)cc2=O)c1 | 3.8% | -0.6% | -5.2% | 0.9% | -19.7% | -1.1 | 3.2 | 6.3% | -4.1 | 3.3
CCOC(=O)/C=C1\CC(C(=O)OCC)Oc2ccccc21 (stereo not drawn) | 5.7% | -1.9% | 4.5% | . | 8.3% | . | 1.2 | 0.4%[46.1 µM] | -11.4 | -0.9
Clc1ccc(-c2nnc3sc(-c4ccco4)nn23)c(Cl)c1 | 7.3% | -2.1% | 10.4% | -1.0% | 12.9% | -1.6 | . | . | 0.2 | .
CC(=O)NC1=NN(C(C)=O)C(C)(c2ccccc2)S1 (stereo not drawn) | 10.1% | 1.6% | 3.5% | -1.2% | -16.2% | -3.0 | -4.6 | 0.4% | -3.6 | 2.2
O=C(NNC1=NCCC1)c1cccc(S(=O)(=O)N2CCCC2)c1 | -0.7% | -0.5% | -8.2% | -5.9% | 0.4% | -2.6 | 13.8 | -0.5%[46.1 µM] | -1.6 | .
CC(=O)Nc1cccc(NC(=O)C(=O)NCC(c2ccco2)N2CCc3ccccc32)c1 (stereo not drawn) | 14.9% | 0.1% | -4.1% | 11.5% | -13.2% | -3.8 | -3.3 | -0.6% | -27.5 | -9.8
FC(F)(F)c1ccc(Cl)c(NC(=S)N/N=C/c2ccccc2C(F)(F)F)c1 | 4.2% | 2.6% | 3.8% | -16.0% | -2.6% | 1.2 | -16.1 | -5.3%[46.1 µM] | 2.3 | -8.4
COc1ccc(/C=N/NC(=O)C(O)(c2ccccc2)c2ccccc2)cc1OC | 2.7% | 3.4% | 1.3% | -1.9% | 6.1% | 3.2 | -2.7 | 2.4% | 5.4 | -25.9
COC(=O)c1sc(N2C(=O)C(O)=C(C(=O)c3ccc(C)o3)C2c2cccs2)nc1C (stereo not drawn) | -9.1% | 7.8% | 4.7% | -0.4% | 0.9% | 0.6 | -3.8 | 6.5% | 20.2 | -11.4
COc1ccc(C(=O)Oc2ccc(C(=S)N3CCCC3)cc2)cc1OC | 1.5% | 2.4% | 2.5% | -3.8% | -4.6% | -3.6 | . | 7.3%[46.1 µM] | -8.0 | .
CN1CCN(CCC(=O)N/N=C/c2cc([N+](=O)[O-])ccc2OC(F)F)CC1 | 4.3% | 0.2% | -0.4% | 0.9% | 15.5% | -0.3 | -0.1 | -1.5% | 5.7 | 6.6
COc1ccc(CCN=C2SCC(=O)N2C)cc1OC | -8.6% | 2.2% | 2.6% | -1.9% | 23.6% | -1.4 | -1.1 | -5.2% | 11.3 | -12.3
O=S1(=O)N[C@@H](CC2=CCCCC2)C2CCCCC2O1 (stereo partly drawn) | 2.7% | -0.7% | -2.7% | -4.4% | 8.4% | 21.5 | -4.6 | -24.0% | 0.6 | -11.5

Some of the compounds tested; count on the stated rates, not on these rows.
